# ssDAF12 agonist = activates DAF-12 receptor from parasite S. stercoralis; HEK293 ssDAF-12/GRIP1 lit1-tk-luc reporter, luminescence; % of 3 µM dafachronic acid response; activation, % at 6.8 µM; hit rate 1% among 370,000; AID 652126;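 active means activation above the mean over all tested compounds plus 3 SD, cut at about 0.9% in these data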;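 further: 0% = DMSO-only wells and 100% = 3 µM delta7-dafachronic acid wells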
# hgDAF12 agonist = agonists of H. glycines DAF-12 nuclear receptor | AID 687014 | hit rate 1.8% among 370,000 | HEK293 GAL4-hgDAF12 UAS-luciferase reporter, agonist luminescence; normalized to butyrate control | activation, % at 6.8 µM;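 active means activation above a cutoff set at the mean of all screened compounds plus 3 SD, cut at about 10% in these data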;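 further: 0% = DMSO wells and 100% = sodium butyrate wells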
# Rev-erbA mod = Rev-erb alpha (human) modulation. P20393. hit rate 0.79% among 370,000. activity, % at 10 µM. Rev-erbα–FITC-DNA binding, fluorescence polarization, 90 min;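 active means activity above about 14%, limit read from the data; passing the limit was not always enough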;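 further: 0% = DMSO wells with 35 nM protein and 100% = DMSO wells with 750 nM protein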
# SMARCA2 act = activators of SMARCA2 function | activation, % at 9.1 µM | hit rate 1% among 370,000 | AID 652017 | MG213 cells, MMTV-luciferase reporter, dexamethasone, overnight; in the data active means activation above about 7.8%;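 further: 0% = vehicle wells and 100% = reference activator wells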
# DAX1 inh-1 = DAX1 (NR0B1) inhibition, primary screen; inhibition, % at 6.8 µM; hit rate 1.1% among 370,000; HEK293T StAR-luciferase reporter, SF-1/DAX-1 repression relief; AID 652010;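 active means inhibition above the mean over all tested compounds plus 3 SD, cut at about 3.6% in these data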;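 further: 0% = DAX-1 cells with DMSO and 100% = cells lacking DAX-1 with DMSO; higher inhibition means more luminescence from relief of DAX-1 repression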
# PLCb3 inh = inhibitors of human phospholipase C beta3; Purified PLC-beta3, fluorogenic substrate, fluorescence; inhibition, % at 12.2 µM; hit rate 0.18% among 370,000; in the data active means inhibition above about 11%;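 further: 0% = median of compound wells on plate and 100% = full blocker control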
# Target sequence (Q01970 whole entry, looked up): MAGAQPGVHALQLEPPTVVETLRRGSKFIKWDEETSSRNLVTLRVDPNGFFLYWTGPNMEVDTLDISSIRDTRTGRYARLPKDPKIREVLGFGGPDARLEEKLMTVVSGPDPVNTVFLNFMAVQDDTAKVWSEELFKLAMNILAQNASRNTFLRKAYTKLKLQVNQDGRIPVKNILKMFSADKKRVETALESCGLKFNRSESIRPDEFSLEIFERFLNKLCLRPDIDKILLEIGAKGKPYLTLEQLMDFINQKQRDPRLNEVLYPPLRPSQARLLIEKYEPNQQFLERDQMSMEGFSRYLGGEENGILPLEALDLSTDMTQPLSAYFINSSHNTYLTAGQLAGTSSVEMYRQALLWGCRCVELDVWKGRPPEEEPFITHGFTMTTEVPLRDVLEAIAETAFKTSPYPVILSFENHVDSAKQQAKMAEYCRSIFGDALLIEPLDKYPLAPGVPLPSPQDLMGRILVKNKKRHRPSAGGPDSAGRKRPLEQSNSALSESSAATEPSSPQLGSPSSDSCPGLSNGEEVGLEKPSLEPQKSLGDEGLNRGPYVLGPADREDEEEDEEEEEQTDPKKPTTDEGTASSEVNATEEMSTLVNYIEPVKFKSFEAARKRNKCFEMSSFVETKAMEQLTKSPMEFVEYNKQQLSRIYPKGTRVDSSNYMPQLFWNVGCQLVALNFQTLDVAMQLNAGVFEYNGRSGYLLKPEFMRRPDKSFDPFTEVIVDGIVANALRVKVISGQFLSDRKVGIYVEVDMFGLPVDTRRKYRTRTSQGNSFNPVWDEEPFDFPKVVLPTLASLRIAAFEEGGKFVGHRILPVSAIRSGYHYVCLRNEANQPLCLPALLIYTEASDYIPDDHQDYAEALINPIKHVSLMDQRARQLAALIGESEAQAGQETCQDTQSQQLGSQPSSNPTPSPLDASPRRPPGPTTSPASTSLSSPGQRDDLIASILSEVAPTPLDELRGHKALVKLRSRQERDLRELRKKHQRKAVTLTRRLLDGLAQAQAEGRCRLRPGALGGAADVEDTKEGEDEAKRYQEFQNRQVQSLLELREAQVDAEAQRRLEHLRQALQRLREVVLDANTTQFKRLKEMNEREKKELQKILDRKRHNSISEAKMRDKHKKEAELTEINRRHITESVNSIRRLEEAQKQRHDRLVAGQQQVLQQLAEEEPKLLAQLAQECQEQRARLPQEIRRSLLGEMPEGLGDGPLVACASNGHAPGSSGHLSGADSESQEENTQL
# DAX1 inh-2 = NR0B1 (DAX1) inhibition | HEK293 Gal4-DAX1 luciferase reporter, luminescence | P51843 | inhibition, % at 6.75 µM | AID 504766 | hit rate 0.99% among 340,000;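 active means inhibition above the mean over all tested compounds plus 3 SD, cut at about 4.2% in these data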;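 further: 0% = DAX1-transfected cells with DMSO and 100% = empty-vector control cells with DMSO; inhibition shows as a rise in luminescence from relieved DAX1 repression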
# hcDAF12 agonist = H. contortus DAF-12 activation, primary screen. HEK293 hcDAF-12 lit1-tk-luc reporter, luminescence; 0% DMSO, 100% Δ7-dafachronic acid. activation, % at 6.8 µM. hit rate 1.4% among 370,000. AID 652067;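 active means activation above the mean of all tested compounds plus 3 SD, cut at about 5.5% in these data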;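 further: 100% = response to 3 µM Δ7-dafachronic acid high control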
# HGIII-sPLA2 inh = Inhibits HGIII-sPLA2 liposome hydrolysis, primary screen | Q9NZ20 | QFRET BODIPY PC-A2 liposome hydrolysis, fluorescence | inhibition, % at 12.2 µM | hit rate 0.56% among 370,000 | AID 743126;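 active means inhibition above mean plus 3 SD of compounds lying within the high and low control bounds, cut at about 19% in these data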;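 further: 0% = median of test compound wells and 100% = no enzyme DMSO wells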
# GAA850 FXN act = activators of GAA850 frataxin (FXN) promoter; hit rate 0.56% among 360,000; HEK293 lucGAA850 FXN promoter luciferase reporter, 24 h; percent of 10 µM SAHA response; activation, % at 6 µM;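 active means activation above the average of all compounds screened plus 3 SD, cutoff fixed separately per campaign, cut at about 7.5% in these data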;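 further: 0% = DMSO wells and 100% = 10 µM SAHA wells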
# PG9 binder = small molecules binding HIV-1 gp120 antibody PG9. TR-FRET gp120-PG9 antibody binding. AID 624416. inhibition, % at 6.7 µM. hit rate 0.43% among 360,000; in the data active means inhibition above about 8.5%
# An asterisk follows results filed as active; · = not tested or not shown.
SMILES,ssDAF12 agonist,hgDAF12 agonist,Rev-erbA mod,SMARCA2 act,DAX1 inh-1,PLCb3 inh,DAX1 inh-2,hcDAF12 agonist,HGIII-sPLA2 inh,GAA850 FXN act,PG9 binder
O=C1CS/C(=N/N=C/c2ccccc2OS(=O)(=O)c2ccccc2)N1,-1.3,-0.4,-5.6,-2.8,1.1,-4.1,0.6,0.3,-37.0,0.7,-1.6
CC[C@@]1(C(=O)OC)N[C@H](CN(C)C(=O)Nc2ccc(C(F)(F)F)cc2)[C@@H]2C(=O)N(Cc3ccccc3)C(=O)[C@@H]21,2.5*,1.6,2.5,-0.4,5.3*,2.2,-0.9,0.4,10.6,8.9*,0.6
COc1cc(C2N(c3ccc(F)cc3)C(=O)C3CCCN32)cc(OC)c1OC (configuration not stated),-1.0,0.7,3.5,-1.8,0.1,-6.4,-1.1,-0.1,-1.8,1.3,0.0
O=C(c1cc([N+](=O)[O-])ccc1Cl)N1CCN(Cc2ccccc2)CC1,-1.1,1.0,-5.7,-3.3,-0.6,-6.1,-0.5,-2.1,10.7,-1.0,1.1
O=C(NCc1ccc(F)cc1)C(C(=O)NCc1ccc(F)cc1)c1ncc(C(F)(F)F)cc1Cl,-1.4,0.6,-4.7,-2.0,0.1,7.7,1.6,0.2,10.4,-0.5,-0.2
CC1CCCN(S(=O)(=O)c2cc(C(=O)NCCc3ccc(S(N)(=O)=O)cc3)ccc2Cl)C1 (configuration not stated),-2.4,-9.7,5.6,-5.8,-7.7,-7.8,-1.9,-3.7,-25.7,-0.5,1.1
COC(=O)Cc1c(C)c2ccc(OCC(=O)NCc3ccc4c(c3)OCO4)cc2oc1=O,-1.5,2.0,-4.5,2.3,-0.4,-6.8,-0.7,-1.4,-1.1,0.5,-2.2
COc1ccccc1CNS(=O)(=O)c1csc(C(N)=O)c1,-0.9,-1.3,5.8,1.2,-0.2,-1.2,-0.1,-0.1,-1.9,0.9,-3.6
COc1ccc(Br)cc1/C=N/N1CCN(Cc2ccccc2)CC1,-0.8,1.8,-0.4,-4.1,-0.3,-5.4,3.7,-0.9,0.8,-0.4,1.3
COC(=O)C1Cc2c([nH]c3ccccc23)C2CCC(=O)N12 (configuration not stated),-0.3,2.4,-3.5,-4.4,-0.6,-50.0,1.5,1.7,10.3,-0.1,1.5
O=C(Cn1c(=O)oc2ccccc21)Nc1nc(-c2ccccc2)cs1,-1.6,-0.7,1.1,-2.5,0.0,-7.7,-1.4,-0.2,0.0,1.7,0.1
COc1ccc(-n2cc(-c3ccc(OC)c(OC)c3)[nH]c2=S)cc1,-2.3,0.0,-3.7,-0.4,0.0,-8.5,1.2,-0.9,12.7,2.6,-1.3
COC(=O)C1=C(NC(=O)c2ccccc2[N+](=O)[O-])CCS1,-0.9,2.2,-1.7,-3.5,0.2,-5.4,-0.7,-0.9,-3.7,1.1,-1.1
Cc1ccc(C(=O)C(SC(C)(C)C)n2cncn2)cc1 (configuration not stated),-1.0,0.2,0.7,-0.8,-0.2,-7.0,-0.8,-3.6,-2.7,1.5,-0.3
O=S(=O)(NCC1CCCO1)c1cccc(S(=O)(=O)N2CCCC2)c1 (configuration not stated),-1.2,-1.0,-6.9,2.5,-0.5,3.6,-0.4,0.7,1.4,0.0,-1.9
COc1ccc(S(=O)(=O)N2CCN(C3CCCC(C)C3)CC2)cc1 (configuration not stated),-0.9,-1.2,-2.1,-0.4,0.0,5.8,-0.1,2.2,-5.2,-2.0,-1.2
COCCNC(=O)c1cc2nc3c(c(C(F)(F)F)n2n1)CCc1ccccc1-3,-1.3,0.4,-0.4,0.7,0.2,-19.0,-0.6,-0.2,2.3,1.9,-3.3
COCC(C)NCc1ccc(C)cc1C (configuration not stated),-0.7,1.2,0.8,-2.7,-0.3,5.4,4.2,-0.3,3.8,0.0,-0.4
c1ccc(C2=Nn3c(nnc3-c3ccccn3)SC2)cc1,-0.9,0.5,-1.0,-1.1,-0.7,1.4,1.6,-1.7,-4.4,-4.0,-0.9
COC(=O)C1C(=O)c2c([nH]c(C(=O)OCC3CCCO3)c2C)CC1C (configuration not stated),-0.1,7.3,4.2,2.5,3.3,-2.4,5.8*,3.8,5.7,4.0,0.3
O=C(NNc1cccc(Cl)n1)c1cccnc1Cl,-1.2,0.2,-0.8,-3.2,-0.1,1.5,1.9,-0.2,10.0,1.7,-2.3
COCCn1c(-c2ccc(Br)cc2)csc1=Nc1cccnc1,-3.0,-3.9,2.1,-4.6,-4.0,-7.1,-1.3,-3.2,1.7,-1.0,-0.3
CC1=C(OC(=O)c2ccc(Br)cc2)C(C)(C)C(c2ccccc2)OC1=O (configuration not stated),-0.9,1.9,0.2,0.3,-0.8,0.2,0.2,-1.8,2.7,-0.3,-0.1
COc1ccc(CNC(=O)C2CCN(c3nn4c(=O)cc(C)nc4s3)CC2)cc1,-1.0,3.4,4.1,-0.9,0.4,-7.3,0.1,-1.5,3.0,0.3,-0.7
COc1ccc(-c2csc(C(O)(c3ccccc3)C(F)(F)F)n2)cn1 (configuration not stated),-0.5,1.7,0.2,-2.3,0.8,-2.2,·,-0.4,-11.6,2.0,1.5

# Next section.
SMILES,ssDAF12 agonist,hgDAF12 agonist,Rev-erbA mod,SMARCA2 act,DAX1 inh-1,PLCb3 inh,DAX1 inh-2,hcDAF12 agonist,HGIII-sPLA2 inh,GAA850 FXN act,PG9 binder
Cc1nc2nc(SCC(=O)NCCCN3CCCCCC3)nn2c(C)c1Cc1ccccc1,-1.4,-0.5,1.8,-1.6,-0.1,-14.3,-1.5,1.9,-0.1,0.0,-0.5
CCCc1cc(C(=O)OC)c(NC(=O)c2cc(C)on2)s1,-1.0,1.2,1.4,1.2,-0.4,-10.3,-0.2,-1.9,4.5,0.7,0.1
COCCNC(=O)C(c1ccc(C)o1)N(C(=O)c1snc(C(N)=O)c1N)c1cc(C)cc(C)c1 (configuration not stated),-2.3,-5.9,1.4,-1.9,-1.0,-218.6,-0.4,-2.0,-15.5,-6.9,1.4
CCOC(=O)CC(=O)CSc1nc2ccccc2c(=O)n1-c1ccc(C(=O)N2CCOCC2)cc1,-1.6,-1.3,-1.9,-3.2,0.1,-10.9,0.5,-2.3,-11.9,-2.2,-0.2
O=c1c(N2CCOCC2)c(N2CCOCC2)c1=O,-1.5,-0.8,5.0,-1.9,0.4,-2.7,7.2*,-0.8,13.4,0.3,1.9
CCOC(=O)c1nn(-c2ccc(Cl)cc2C)ccc1=O,0.0,-3.3,-8.0,0.2,-0.9,-1.4,2.7,-1.6,-2.4,2.8,-1.1
COc1ccc2cc(C(=O)O)n(CC(=O)c3ccccc3)c2c1,-0.5,1.1,-0.9,0.9,-0.1,-9.7,1.2,1.6,1.3,0.8,0.0
COc1ccccc1C(=O)Nc1ccnn1C1CCN(C(=O)c2cnsn2)CC1,-1.0,-0.2,-1.9,-0.7,0.6,-4.1,-0.2,0.4,4.5,2.5,-1.9
CC(=O)c1c(C)[nH]c(C(=O)OCC(=O)NCc2ccc3c(c2)OCO3)c1C,-1.6,-1.6,-8.8,3.4,0.8,-2.6,1.0,-1.3,1.9,-1.7,-0.9
Cc1ccc(S(=O)(=O)CCC(=O)OC2CC(C)OC2=O)cc1 (configuration not stated),-0.6,2.8,-1.5,-2.7,0.0,0.7,0.2,-1.7,13.3,0.3,-2.6
Cc1cccc(C(=O)O[C@H]2[C@H](Cc3ccccc3)NS(=O)(=O)[C@H]3CC4C=C[C@]23O4)c1,-1.3,-2.2,-0.5,0.7,-0.5,0.6,0.7,-1.9,-4.4,-0.9,0.5
CN(CC(=O)Nc1ccc(F)cc1)C(=O)c1cccc(S(=O)(=O)N2CCN(c3ccc(F)cc3)CC2)c1,-1.5,-4.0,-5.2,-2.5,-4.5,-8.2,-2.1,-2.6,-26.4,-1.3,-1.4
CCOC(=O)C1=C(COC(=O)c2ccc(OC)c(OC)c2OC)NC(=O)NC1C (configuration not stated),-1.2,-0.2,-1.0,-1.2,0.1,-7.3,-1.4,-0.2,6.8,3.7,-0.2
COC(=O)C1=C(C(=O)OC)[C@@H]2N(C)c3ccc(OC)cc3[C@@]23C[C@@H](C(=O)OC)N=C3N1,-0.8,1.5,-1.2,1.3,-0.1,-1.0,0.1,-2.0,3.5,-1.3,-1.2
Cc1cc(C)n(-c2ccc(C(=O)OCC(=O)c3c(N)n(C)c(=O)n(C)c3=O)cc2)n1,-1.3,1.0,3.0,-0.1,-0.3,1.8,-1.6,-0.8,2.5,0.2,-1.5
CC(C)(C)NS(=O)(=O)c1ccc(N2C(=O)c3ccccc3C2=O)cc1,-1.1,1.4,-2.3,-2.8,1.5,1.1,0.2,-1.1,4.4,-1.0,0.8
O=[N+]([O-])c1ccc(Nc2cccc3c2[nH]c2c(-c4ccccc4)nccc23)c([N+](=O)[O-])c1,-1.2,-0.7,-2.6,1.0,-0.3,-1.0,1.9,0.4,3.5,-2.9,1.7
COc1ccccc1-c1oc2ccccc2c1C#CC(C)(C)O,-1.4,0.0,0.2,-2.0,0.0,-64.6,-0.2,-2.9,-15.0,2.4,-1.0
CCOC(=O)N(C)[C@H]1C[C@H]2c3[nH]c4c(-c5ccc6c(c5)OCO6)cccc4c3CCN2C(=O)[C@H]1[C@H](C)O,-1.3,-2.4,-4.3,-3.4,-1.0,-19.3,·,-2.0,-41.8,·,·
C#CCOCC1CNC(=S)O1 (configuration not stated),0.0,-0.6,-3.3,-1.0,-0.6,4.1,1.4,2.5,0.7,-1.6,-2.9
COc1ccc2nc(SCC(=O)O)nc(C)c2c1,-1.2,-0.7,0.0,-4.7,-0.7,-45.5,0.9,0.6,3.9,1.1,0.5
CCN(CC(=O)Nc1ccccc1OC)CC(=O)Nc1c(Cl)ccc(C)c1Cl,-2.1,0.4,-3.3,-4.6,-1.5,-3.6,0.1,-1.8,1.1,-3.8,0.1
COc1cccc(CNC(=O)C2CCN(S(=O)(=O)c3ccccc3)CC2)c1,-0.2,1.0,-1.3,-0.6,0.2,0.3,-0.8,-1.3,3.0,-2.9,-0.2
CN(C)c1ccc(C=NNc2ccccn2)c(Cl)c1,-0.6,7.7,0.2,1.1,3.0,-41.7,2.0,1.9,6.4,4.0,-1.8
Cc1[nH]c2ccccc2c1/C=N/NC(=O)c1cccc(S(=O)(=O)Nc2cccc(C(F)(F)F)c2)c1,-1.0,0.4,-4.6,-2.2,0.2,-233.4,-1.0,0.5,-37.2,3.1,-0.4
O=C(NN1C(=O)NC2(CCCCC2)C1=O)c1cc2ccccc2o1,-1.5,-2.2,6.6,-1.8,0.6,-5.0,0.8,1.2,2.8,-0.4,-0.2
C[C@@]12C(=O)N(CC3CCCO3)CC(=O)N1[C@@H]1c3ccccc3OC[C@@H]1[C@@H]2c1ccccc1 (some centres not stated),-1.1,-1.0,-0.7,-4.3,0.0,-2.5,0.0,0.0,8.7,3.0,-1.9
Cc1cc(/C=C2\C(=N)N3N=C(CC(=O)N4CCOCC4)SC3=NC2=O)c(C)n1Cc1ccccc1,-1.1,2.1,3.5,-1.3,0.2,-13.6,·,-0.8,-13.4,0.2,-0.3
CCc1ccccc1NC(=O)c1cccs1,-1.8,0.2,3.0,-2.3,0.8,-0.7,1.5,-0.3,1.8,1.0,0.1
COC(=O)Cn1c(N2CCCC2)nc2c1c(=O)n(C)c(=O)n2C,-1.1,-0.1,-4.3,-1.0,1.0,-3.1,0.8,-0.2,-10.2,2.3,0.6
